Pol iota inh = qHTS for Inhibitors of Polymerase Iota; 390,000 compounds, 1% hits; Potency, µM (highest dose often 115 µM), for inactives: at the highest dose activity, negative = inhibition, hits mostly inhibitors; Pol iota fluorescent replication assay, 10 min; AID 588590, 2011; DNA polymerase iota (Homo sapiens), Q9UNA4
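Fluorescent replication assay read twice, at 0 min and 10 min after adding 50 nM (final) substrate. Enzyme (10 nM) and compounds were first incubated 15 min at room temperature; enzyme-free buffer wells were negative controls.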
G9a block = qHTS Assay for Inhibitors of Histone Lysine Methyltransferase G9a | G9a H3K9 monomethylation, AlphaScreen, 2 h | Histone-lysine N-methyltransferase EHMT2 (Homo sapiens), Q96KQ7 | Potency, µM (highest dose often 102 µM), for the others: at the highest dose activity, negative = inhibition, most hits filed as inhibitors | AID 504332, 2011 | 350,000 compounds, 8.8% hits; also: % is scaled to controls: 0 for no effect and ±100 for the full control effect; nearly all actives have a fitted effect of over 75% in size
Target sequence (Q96KQ7 913-1193 limits assumed): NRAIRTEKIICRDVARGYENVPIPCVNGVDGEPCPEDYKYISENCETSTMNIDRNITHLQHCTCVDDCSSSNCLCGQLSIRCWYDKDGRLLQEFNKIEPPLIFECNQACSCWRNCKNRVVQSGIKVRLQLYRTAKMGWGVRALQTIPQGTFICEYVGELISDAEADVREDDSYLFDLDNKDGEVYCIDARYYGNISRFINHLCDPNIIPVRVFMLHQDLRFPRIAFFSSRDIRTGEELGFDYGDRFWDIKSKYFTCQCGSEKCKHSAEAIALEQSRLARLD
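Compounds were preincubated with 20 nM G9a for 15 min, after which biotinylated H3K9 peptide (500 nM) and SAM (20 uM) started a 2 h room-temperature reaction. Monomethylated product was quantified by antibody-based AlphaScreen chemiluminescence.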
BAZ2B block = qHTS Assay for Inhibitors of BAZ2B; Bromodomain adjacent to zinc finger domain protein 2B (Homo sapiens), Q9UIF8; AlphaScreen BAZ2B-H3K14Ac peptide displacement; Potency, µM (series often up to 114 µM), without a hit: at the highest dose activity change, negative = inhibition, usual class: inhibitors; 360,000 compounds, 4.4% hits; also: % is scaled to controls: 0 for no effect and ±100 for the full control effect; nearly all actives have a fitted effect of over 60% in size
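Multi-concentration screen (max 110 uM) measuring displacement of acetylated histone H3 peptide from BAZ2B by AlphaScreen, using 50 nM protein, 50 nM peptide and 10 ug/mL streptavidin donor plus Ni-chelate acceptor beads.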
POLB inh = qHTS Assay for Inhibitors of DNA Polymerase Beta; P06746; Pol beta primer extension/strand displacement, fluorescence kinetic; Potency, µM (doses to about 114 µM), for inactives: at the highest dose activity change, negative = inhibition, most hits filed as inhibitors; 340,000 compounds, 1.3% hits; AID 485314, 2010; also: % is scaled to controls: 0 for no effect and ±100 for the full control effect
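Pol beta (10 nM) was preincubated with compound for 15 min at room temperature. The reaction was then started with 50 nM substrate and read immediately and after a further 10 min at room temperature.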
Anesthetic bind = qHTS Assay for Identification of Novel General Anesthetics | Potency, µM (titrated, usually from 77.5 µM), inactives show at the top dose activity change, negative = displacement, most hits filed as inhibitors | 350,000 compounds, 0.074% hits | apoferritin/1-aminoanthracene competitive binding, fluorescence | Ferritin light chain (Equus caballus), P02791; also: % is scaled to controls: 0 for no effect and ±100 for the full control effect; nearly all actives have a fitted effect of over 20% in size
Target sequence (P02791 2-175 limits assumed): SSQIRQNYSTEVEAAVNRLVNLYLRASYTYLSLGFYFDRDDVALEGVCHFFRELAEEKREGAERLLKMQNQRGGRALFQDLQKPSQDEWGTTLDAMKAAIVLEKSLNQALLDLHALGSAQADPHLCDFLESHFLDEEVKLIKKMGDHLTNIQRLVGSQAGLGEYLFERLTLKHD
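10 uM apoferritin + 50% sat. 1-AMA, PBS; cpd 10 min RT; Ex380/Em535 endpoint; normalized to free probe vs complex; 4-param Hill fit; propofol titration as pos. ctrl.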
APEX1 inh = qHTS Assay for Inhibitors of the Human Apurinic/apyrimidinic Endonuclease 1 (APE1); recombinant APE1, TAMRA/BHQ-2 abasic DNA cleavage fluorescence; AID 2517, 2012; 350,000 compounds, 0.35% hits; DNA repair nuclease/redox regulator APEX1 (Homo sapiens), P27695; Potency, µM (doses to about 65.8 µM), for the others: top-dose activity change, negative = inhibition, hits mostly inhibitors;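 also: plate controls were vehicle for no effect and reference inhibitor for full effect; nearly all actives have a fitted effect of over 55% in size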
Target sequence (P27695 whole entry, looked up): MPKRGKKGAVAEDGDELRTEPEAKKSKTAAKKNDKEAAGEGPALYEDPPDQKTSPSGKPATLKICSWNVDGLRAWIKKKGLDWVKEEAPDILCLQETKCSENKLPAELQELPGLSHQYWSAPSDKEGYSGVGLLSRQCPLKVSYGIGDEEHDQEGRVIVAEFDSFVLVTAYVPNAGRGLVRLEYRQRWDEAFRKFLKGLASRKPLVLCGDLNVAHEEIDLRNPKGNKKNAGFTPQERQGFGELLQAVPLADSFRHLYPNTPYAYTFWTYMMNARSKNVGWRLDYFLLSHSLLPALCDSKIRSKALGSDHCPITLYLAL
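Activity was derived from the fluorescence gain between first and third kinetic reads (60 s intervals, ex 525/em 598 nm) after 50 nM THF-abasic TAMRA/BHQ-2 duplex was added to 0.75 nM APE1 preincubated 15 min with compound.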
Pol kappa inh = qHTS for Inhibitors of Polymerase Kappa. DNA polymerase kappa (Homo sapiens), Q9UBT6. purified Pol kappa, fluorescent DNA synthesis assay, 10 min. Potency, µM (titrated, usually from 107 µM), for the others: at the top dose activity, negative = inhibition, most hits filed as inhibitors. 400,000 compounds, 0.53% hits; also: % is scaled to controls: 0 for no effect and ±100 for the full control effect
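First, compounds were pin-transferred onto 10 nM Pol kappa. After 15 min at room temperature, substrate was added to 50 nM final. Fluorescence was then measured kinetically at 0 and 10 min.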
BLM inh = qHTS Assay for Inhibitors of Bloom's syndrome helicase (BLM) | recombinant BLM DNA unwinding, fluorescence dequenching | Potency, µM (top dose mostly 56.1 µM), without a hit: at the top dose activity change, negative = inhibition, hits mostly inhibitors | RecQ-like DNA helicase BLM (Homo sapiens), P54132 | 350,000 compounds, 0.2% hits;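 also: plate controls were vehicle for no effect and no enzyme for full effect; nearly all actives have a fitted effect of over 35% in size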
Pol eta inh = qHTS for Inhibitors of Polymerase Eta | recombinant Pol eta, fluorescent DNA replication assay | Potency, µM (series often up to 114 µM), without a hit: at the highest dose activity change, negative = inhibition, usual class: inhibitors | 390,000 compounds, 1.2% hits | AID 588591, 2011; also: % is scaled to controls: 0 for no effect and ±100 for the full control effect
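Pol eta (10 nM) was preincubated with compounds for 15 min at room temperature, after which fluorescent replication substrate (50 nM final) was added to start the reaction. Fluorescence was read kinetically at 0 and 10 min.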
An asterisk follows results filed as active; ? = inconclusive; / = no result given; & = joins results of further samples; [ ] = remark or other dose. Calls follow the shape of the dose curve; as a rule, active = well fitted curve in the direction sought with a large enough effect; inconclusive = small, poorly fitted or top-dose-only effect, or another doubt; inactive = no such curve, though single readings can be large; an effect the other way counts as inactive or inconclusive. Potency is read from the fitted curve at half-maximal effect.

mol	APEX1 inh	BLM inh	Pol iota inh	Pol eta inh	G9a block	BAZ2B block	Anesthetic bind	Pol kappa inh	POLB inh
CCc1c(C)nc2cc(-c3ccccc3)[nH]n2c1=O	17%	3%	-11%	-5%	58%	9%	-6%	-5%	3%
Cc1ccc(-c2csc3ncnc(N4CCN(C)CC4)c23)cc1C	50%[activator]	-2%	-8%	-3%	2%	-38%	-6%	-6%	1%
Cc1ccc(NC(=O)COc2nsnc2N2CCOCC2)cc1Cl	12%	-6%	3%	-14%	?	-12%	-13%	-7%	4%
CC(C)c1cc(CNC(=O)C2CCC(=O)N(CCc3ccc(Cl)cc3)C2)on1 (centres undefined)	-1%	0%	20%	-12%	9%[59 µM]	1%	-4%	-14%	-7%
O=C(CNCc1ccccc1)Nc1ccccc1-c1ccccc1	-4%	-5%	43%[activator]	-6%	6%	7%	-17%	-9%	-29%
CN(C)CCCn1c(-c2ccccc2)nc(=S)c2c1CCCC2	1%	1%	-3%	1%	-41%	-24%	-11%	-5%	11%
CC1=C(C(=O)Nc2cc(C(=O)N3CCN(c4cccc(C)c4)C(C)C3)ccc2C)SCCO1 (centres undefined)	20%	-5%	35%[activator]	-12%	35µM*	?	-14%	11%	-3%
CN(C)C1CCN(Cc2cc(COCc3ccccc3)c3cccnc3c2O)C1 (centres undefined)	14%&12%	/	129%[activator]	-17%	-38%[12.7 µM]	10µM*	/	-6%	/
CC(=O)CCc1oc2ccccc2c1-c1ccccc1	-2%	-9%	47%[activator]	-14%	65%[activator][59 µM]	39%[activator]	-1%	-18%	0%
COc1cc(NC(=O)COC(=O)CC(C)(C)C)c(C)cc1[N+](=O)[O-]	-3%	1%	9%	-22%	-3%[59 µM]	-9%	7%	-6%	33%
O=C(N/C=N/O)C1=NOC(CNc2ncc(C(F)(F)F)cc2Cl)C1 (centres undefined)	1%	-1%	1%	-10%	45µM*	-10%	?	-20%	18%
Cc1cccc(C(=O)Nc2c(C#N)c(C)c(C)n2Cc2ccccc2)c1	10%	-6%	4%	-5%	?	-8%	3%	-5%	-14%
CCN(CC)c1ccc(NC(=O)Cn2nc(C)n3cccc3c2=O)c(C)c1	/	-1%	?	13%	-31%[59 µM]	-2%	55%[activator]	-4%	-1%
COCc1cc(=O)[nH]c(SC)n1	4%	-5%	151%[activator]	-2%	2%[59 µM]	5%	-5%	-15%	7%
Cc1oc(-c2cccs2)nc1CS(=O)CC(=O)NCc1ccc2c(c1)OCO2 (centres undefined)	-3%	-2%	29%	3%	/	-2%	-3%	-8%	2%
Cc1ccccc1Nc1cc(C(=O)NCCCN2CCN(c3cccc(Cl)c3)CC2)c2ccccc2n1	/	-9%	-7%	-22%	?	-13%	71%[activator]	-27%[60.1 µM]	-10%
O=C(COc1ccccc1[N+](=O)[O-])Nc1ccc(CN2CCOCC2)cc1	3%	-3%	-1%	-19%	-29%	-22%	-21%	?	14%
Cn1c(CNC(=O)Cc2ccc3c(c2)OCO3)nnc1SCc1ccccc1	4%	1%	8%	-9%	?	3%	-7%	-4%	0%
CN(C)C(=O)c1ccc(-c2nc(NC3CCNCC3)c3ccccc3n2)cc1	-6%	45%[activator]	/	/	2%[0.501 µM]	/	/	-6%[60.1 µM]	/
Cc1ccc(NC(=O)C2CCN(C(=O)OC(C)(C)C)CC2)cc1S(=O)(=O)N1CCCCC1	-4%	/	-11%	-15%	17%[2.33 µM]	0%	/	-2%	/
CSc1cccc(NC(=O)c2cccc(N3CCCS3(=O)=O)c2)c1	/	-5%	3%	4%	-15%[59 µM]	-15%	-3%	-5%	-3%
Cc1ccc(C(=O)N/C(=C\c2ccc3c(c2)OCO3)C(=O)Nc2ccc(C(=O)O)cc2)cc1	11%	-2%	70%[activator]	-5%	-32%	-27%	-1%	-8%	-4%
COc1ccc(C2=NOC(Cn3nc(C(=O)NCc4ccc(OC(F)(F)F)cc4)cc3-c3ccccc3)C2)cc1 (centres undefined)	4%	/	6%	?	-11%[2.33 µM]	10%	/	-20%	/
CC(=O)Nc1nc(C(=O)O)cs1	?	0%	15%	5%	22µM*	32µM*	-1%	-15%	15%
CCCCn1c(SCC(=O)Nc2nnc(C)s2)nc2c1c(=O)n(C)c(=O)n2C	-5%	-1%	19%	-11%	-3%	-4%	-6%	0%	21%
CCOc1ccc(NC(=O)CC2C(=O)N(c3ccccc3)C(=S)N2Cc2ccccn2)cc1 (centres undefined)	-7%	-13%	7%	-16%	11%	-5%[57.1 µM]	?	-5%	?
CCCCc1cc(=O)oc2cc(OCc3nn[nH]n3)c(Cl)cc12	0%	0%	10%	?	?	?	-4%	-8%	15%
O=C(O)C1CCCN1S(=O)(=O)c1ccc(Cl)cc1 (centres undefined)	24%	-4%	-9%	-17%	1%	-16%	-3%	-12%	10%
O=c1/c(=C\c2ccc(F)cc2)sc2n1CCCN=2	-8%	-5%	29%	-1%	-43%	-5%	-11%	-16%	2%
Cc1ccc(-n2cccn2)c(CN2CCC(CO)(CCc3ccccc3)CC2)c1	14%	1%	118%[activator]	-17%	-4%	-2%	-8%	-2%	29%
CCn1cc(C(=O)NCC2CCCO2)c2cc(OC)c(OC)cc2c1=O (centres undefined)	-1%	0%	24%	-23%	29%[2.33 µM]	8%	-5%	-6%	23%
Cc1cccc(N2CCN(C(=O)c3ccccn3)CC2C)c1 (centres undefined)	-8%	-8%	13%	-16%	-5%	-12%	-2%	18%	0%
Cc1ccccc1CSc1nc2c([nH]c3ccccc32)c(=O)n1-c1ccccc1	/	-4%	-13%	-13%	11%[59 µM]	?	9%	-5%[60.1 µM]	11%
COc1ccc(N2CCN(C(=S)NCc3ccccc3)CC2)cc1	-1%	-5%	192%[activator]	-18%	-34%	-15%	2%	-3%	25%
CCCCNC(=O)CC1S/C(=N/N=C/c2ccc(OC)cc2)NC1=O (centres undefined)	0%	0%	148%[activator]	-28%	-5%	-2%	1%	0%	1%
COc1ccc(-c2csc3nc(-c4cccnc4)nc(N4CCC(C(N)=O)CC4)c23)cc1OC	?	-7%	7%	?	?	-32%	-5%	-5%	11%
S=C(NCC1CCCO1)N1CCN(Cc2ccccc2Cl)CC1 (centres undefined)	-1%	-3%	11%	-23%	6%	-16%	-6%	0%	13%
Cc1ccc(NC2CC(=O)N(c3cccc([N+](=O)[O-])c3)C2=O)cc1 (centres undefined)	-3%	-6%	152%[activator]	-23%	?	-27%	-18%	0%	3%
Cc1ccc2nc(-c3cccs3)oc(=O)c2c1	-2%	-10%	63%[activator]	1%	7%	1%	1%	-27%	3%
NC(=O)C(CC(=O)O)NC(=O)[C@@H]1CCCCNc2c(I)cc([N+](=O)[O-])cc2C(=O)N[C@@H](CO)C(=O)NCC(=O)N1 (some centres undefined)	?	3%	/	/	28µM*	?	-10%	/	35µM*
CCC(=O)NC(=S)Nc1ccc(NC(=O)c2ccc(OC)cc2)cc1	12%	3%	11%	-17%	16%[59 µM]	13%	15%	-5%	35%
CN(C)CCSc1nc(N)c2c3c(sc2n1)CN(C)CC3	-2%	70%[activator]	-3%	-1%	45µM*	-7%	-10%	-21%	3%
CC(C)N(Cc1ccccc1)C(=O)COC(=O)c1ccc2ncsc2c1	-7%	/	17%	?	6%[12.7 µM]	-1%	/	1%	/
CCc1ccccc1NC(=O)Cn1c(=O)n(Cc2ccc(OC)cc2)c(=O)c2oc3ccccc3c21	/	-7%	7%	2%	2%[59 µM]	-4%	-3%	-12%	-10%
CC(=O)C1=C(c2ccccc2)NC(=O)NC1c1ccccc1OCC(=O)NCc1ccccc1 (centres undefined)	-1%	-3%	1%[58.9 µM]	1%	-13%	-17%	?	-8%	1%
CC1CCN(C(=O)CCNS(=O)(=O)c2ccccc2)CC1	-3%	2%	4%	0%	0%[12.7 µM]	4%	-8%	-23%	12%
CCOC(=O)C(C)Sc1nc(C2CC2)cc(C(F)(F)F)c1C#N (centres undefined)	-4%	-12%	11%	-9%	243%[activator]	62%[activator][57.1 µM]	?	-10%	21%
C=CCn1cc(CN2CCC(C(=O)Nc3ccc(Oc4cccnc4)cc3)CC2)c(C)n1	56%[activator]	3%	?	-24%	-9%[59 µM]	-3%	?	-2%	-1%
OCC1(CCOc2ccccc2)CCN(C2Cc3ccccc3C2)CC1	5%	0%	-21%	-12%	-5%	0%	?	-5%	-2%
O=C(c1ccccn1)C1CCCN(Cc2nc(Cc3cccc(F)c3)no2)C1 (centres undefined)	20%	-4%	20%	-2%	/	5%	-13%	2%	34%

Results in BAZ2B block and Pol eta inh (3 entries from above):
Molecule	BAZ2B block	Pol eta inh
CC(=O)C1=C(c2ccccc2)NC(=O)NC1c1ccccc1OCC(=O)NCc1ccccc1 (centres undefined)	-17%	1%
COc1ccc(N2CCN(C(=S)NCc3ccccc3)CC2)cc1	-15%	-18%
Cc1ccccc1CSc1nc2c([nH]c3ccccc32)c(=O)n1-c1ccccc1	?	-13%

High-throughput results from PubChem BioAssay.

Only part of the results is shown; count on the stated rates, not on these rows.
